FID counter = fluorescent intercalator displacement, NS3 helicase counter-screen | inhibition, % at 7.9 µM | 290,000 compounds, 0.17% hits | DNA fluorescent intercalator displacement, fluorescence; in the data active = inhibition above about 37%;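 note: 0% = vehicle and 100% = reference compound; higher means more ethidium bromide displaced from hairpin DNA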
MEKK3 PB1 HTS = MEKK3-MEK5 PB1 interaction, increase or decrease | Q99759 | bead-based flow cytometry, Alexa488-MEK5 binding to MEKK3; actives lie on both sides; 0 = blocked by unlabeled MEK5, 100 = vehicle | binding response (% of control), % at 10 µM | 290,000 compounds, 1.4% hits | AID 1529;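 active = binding response more than 3 SD above or below the average of its plate-row segment, actives on both sides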;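 note: Alexa488 bead fluorescence after subtracting the streptavidin-only scavenger bead signal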
UBC9 SUMO inh = blocks human SUMOylation mediated by UBC9; HTRF SUMOylation assay, SAE1/SAE2 + UBC9, in vitro; inhibition, % at 35 µM; 290,000 compounds, 0.36% hits; in the data active = inhibition above about 50%, passing the limit was not always enough; note: strong numbers were not always called active
Target sequence (P63279 whole entry, looked up): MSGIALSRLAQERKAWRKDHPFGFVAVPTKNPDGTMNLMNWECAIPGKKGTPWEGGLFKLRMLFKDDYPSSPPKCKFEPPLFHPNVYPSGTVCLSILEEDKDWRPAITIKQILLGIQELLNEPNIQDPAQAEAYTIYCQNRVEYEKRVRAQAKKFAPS
CRFR2-BP ag = agonists of human CRF-binding protein/CRF-R2 receptor complex | AID 588473 | activation, % at 13.2 µM | HEK293 CRF-R2/CRF-BP, calcium dye fluorescence (FLIPR); percent of saturating CRF peptide response | 350,000 compounds, 0.46% hits;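 active = activation of at least 50%, plus an integration ratio under a set limit after plate pattern correction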;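 note: plate controls were neutral control wells without compound for no effect and CRF at EC100 for full effect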
MEKK2 mut-MEK5 = signal of MEK5 binding to mutant human MEKK2 PB1 domain; percent response, % at 10 µM; bead flow cytometry, Alexa488-MEK5 binding to MEKK2 mutant; 290,000 compounds, 0.35% hits; AID 1530; in the data active = percent response above about 24%, passing the limit was not always enough; note: inactives centre near 1; some results filed as inactive read as strong as hits
CRFR2-BP antag = CRF-BP/CRF-R2 complex antagonism. HEK293 CRF-R2/CRF-BP, CRF-induced calcium fluorescence. AID 588475. inhibition, % at 11.8 µM. 350,000 compounds, 0.59% hits;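 active = inhibition of the ligand-induced calcium signal above about 50% at the single tested concentration, limit read from the data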
GalR3 antag = human GalR3 antagonism; O60755; AID 651719; 360,000 compounds, 0.44% hits; HEK293 GalR3-CNG cAMP membrane potential fluorescence; galR3 body fused to GalR1 C-terminus; inhibition, % at 3 µM;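 active = inhibition above the screen-wide average plus 3 SD, cut at about 13% in these data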;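 note: forskolin and galanin both at EC90 stimulate the cells; cAMP rise reported by CNG channel membrane potential dye signal; 0% = forskolin plus galanin with DMSO and 100% = forskolin alone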
Target sequence (O60755 1-299 limits assumed): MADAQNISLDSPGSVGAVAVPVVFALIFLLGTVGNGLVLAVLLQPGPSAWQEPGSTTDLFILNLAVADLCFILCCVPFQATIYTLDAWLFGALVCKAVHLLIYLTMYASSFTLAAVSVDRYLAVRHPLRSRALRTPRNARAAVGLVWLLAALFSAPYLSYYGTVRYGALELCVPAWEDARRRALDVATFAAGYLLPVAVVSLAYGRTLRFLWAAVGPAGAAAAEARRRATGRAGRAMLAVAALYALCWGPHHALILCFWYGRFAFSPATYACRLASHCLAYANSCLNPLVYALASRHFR
MEKK2wt PB1 HTS = raises or lowers MEK5 binding to wildtype human MEKK2 PB1 domain. Q9Y2U5. bead flow cytometry, Alexa488-MEK5 binding to MEKK2 WT; actives lie on both sides. binding response (% of control), % at 10 µM. 290,000 compounds, 1.1% hits. AID 1531; in the data active = binding response below about 67% or above about 130%
HCV NS3 hel inh = HCV NS3 helicase inhibition; inhibition, % at 10.9 µM; 290,000 compounds, 0.56% hits; NS3 helicase DNA unwinding, Cy5 molecular beacon fluorescence;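 active = inhibition above the mean of all tested compounds plus 3 SD, set per campaign, cut at about 35% in these data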;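 note: 0% = DMSO wells and 100% = thioflavine S control wells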
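assay system = NS3 helicase fragment of HCV | buffer or medium = MOPS pH 6.5, MgCl2, DTT, Tween20, BSA | timing = 60 min unwinding reaction at 25 °C after ATP addition | signal = Cy5 beacon fluorescence read at start and 1 h | read-out basis = % inhibition of unwinding | control set = low DMSO, high thioflavine S at 110 µM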
Numbers without * were called inactive; x = not tested or not shown. The list is partial, so the mix of outcomes need not match the whole.

Start of the listing, in advance, five compounds:
SMILES	FID counter	MEKK3 PB1 HTS	UBC9 SUMO inh	CRFR2-BP ag	MEKK2 mut-MEK5	CRFR2-BP antag	GalR3 antag	MEKK2wt PB1 HTS	HCV NS3 hel inh
COc1ccc(C)cc1NC(=O)CCN1CCN(C/C=C/c2ccccc2)CC1	7	109	-18	-1.1	4	-8	-5	117	-33
COc1cc2nc(CN3CCN(C(c4ccccc4)c4ccccc4)CC3)[nH]c(=O)c2cc1OC	-6	101	-12	x	5	x	x	98	-1
O=C(NCCN1CCCCC1)Nc1cccc(F)c1	-3	103	-8	-1.2	10	4	-3	104	-6
COc1ccccc1C1/C(=C(\O)c2ccc3c(c2)OCCO3)C(=O)C(=O)N1CCCn1ccnc1 (centres undefined)	-3	98	16	0.2	5	-9	-2	103	10
O=C(O)c1cn(-c2ccc(F)cc2)c(=O)c2ccccc12	-1	107	-12	-0.1	-5	-5	0	100	2

Main list, from the first entry:
SMILES	FID counter	MEKK3 PB1 HTS	UBC9 SUMO inh	CRFR2-BP ag	MEKK2 mut-MEK5	CRFR2-BP antag	GalR3 antag	MEKK2wt PB1 HTS	HCV NS3 hel inh
COc1ccc(C)cc1NC(=O)CCN1CCN(C/C=C/c2ccccc2)CC1	7	109	-18	-1.1	4	-8	-5	117	-33
COc1cc2nc(CN3CCN(C(c4ccccc4)c4ccccc4)CC3)[nH]c(=O)c2cc1OC	-6	101	-12	x	5	x	x	98	-1
O=C(NCCN1CCCCC1)Nc1cccc(F)c1	-3	103	-8	-1.2	10	4	-3	104	-6
COc1ccccc1C1/C(=C(\O)c2ccc3c(c2)OCCO3)C(=O)C(=O)N1CCCn1ccnc1 (centres undefined)	-3	98	16	0.2	5	-9	-2	103	10
O=C(O)c1cn(-c2ccc(F)cc2)c(=O)c2ccccc12	-1	107	-12	-0.1	-5	-5	0	100	2
Cc1cc(NC(=O)CSC2=Nc3ccccc3C3=NC(Cc4ccccc4)C(=O)N23)n[nH]1 (centres undefined)	-12	99	20	0.0	2	-6	-2	104	-2
Cc1ccc(NC(=O)COC(=O)C(NS(=O)(=O)c2ccc(Cl)cc2)C(C)O)cc1C (centres undefined)	-19	103	-8	-1.1	-1	-42	-1	100	-6
O=C(Nc1cccc(F)c1)[C@@H]1CCCN1	-2	99	4	1.3	1	16	-1	99	-3
O=C(CSc1nnc(Cc2ccccc2)n1-c1cccc(Cl)c1)NNC(=O)Cc1ccccc1	-44	106	9	-1.4	2	-14	-3	107	2
Cc1ccc(-c2nc3cc(NC(=O)C(C)C)ccc3o2)cc1C	-3	103	15	1.1	2	-43	-4	100	2
Nc1ncnc(N2CCc3ccccc32)c1[N+](=O)[O-]	-8	111	4	-0.1	-2	-45	0	108	-2
O=C(c1ccc(COCC(F)(F)F)cc1)N1CCN(c2ccccn2)CC1	-16	91	3	2.8	-15	7	-2	77	4
COCCCNC(=O)C1CCC(CNS(=O)(=O)c2ccc3c(c2)CC(C)N3C(=O)C2CC2)CC1 (centres undefined)	-55	103	6	0.0	4	17	4	104	-3
Cc1nc2ccccc2c2oc(C(=O)NCCN3CCCCC3C)cc12 (centres undefined)	16	111	-4	1.1	15	7	x	125	5
S=C(Nc1ccc2c(c1)OCO2)Nc1ccc2c(c1)OCO2	6	99	42	0.9	0	-17	-4	99	-13
CC(=O)Nc1ccc(OCc2cccc([N+](=O)[O-])c2)cc1	-1	99	4	-0.1	-4	2	-5	97	-9
CCOC(=O)c1c(CN2CCOCC2)n(-c2ccccc2)c2ccc(O)cc12	-28	77	-4	-0.6	-19	-3	-5	81	0
Cc1cc(Cl)nc(Cl)c1C(=O)NCc1ccc(Cl)cc1	-3	104	10	-6.7	3	7	-9	102	-2
O=C1C2CCCN2C(c2ccc(Cl)cc2)N1c1nccs1 (centres undefined)	-5	100	-9	0.4	-5	-6	-2	94	7
CN(CCc1ccccn1)C(=S)Nc1ccc(Cl)c(Cl)c1	-2	106	-20	-3.9	1	7	-4	105	-5
N#CC1=C2SCN(Cc3ccccc3)CN2C(=O)CC1c1ccc2c(c1)OCO2 (centres undefined)	-38	101	4	0.7	-8	-12	-3	101	15
COc1ccccc1N=Nc1c(C)noc1C	-1	105	16	-0.8	2	13	-6	106	-9
CC(C)OC(=O)c1cc(NC(=O)c2nn(C)cc2Br)cc(C(=O)OC(C)C)c1	-3	98	16	1.2	0	14	-3	102	14
COc1ccc(NC(=O)C2CCCN(S(=O)(=O)c3cnc[nH]3)C2)cc1 (centres undefined)	1	110	14	1.6	4	13	0	112	1
COc1cc2c(cc1OC)C(C1C(=O)CC(C)CC1=O)N(C(=O)CCl)CC2 (centres undefined)	4	104	34	0.0	7	-2	-5	101	-1

3 entries from above, arranged by their value in UBC9 SUMO inh, smallest number first:
SMILES,UBC9 SUMO inh
N#CC1=C2SCN(Cc3ccccc3)CN2C(=O)CC1c1ccc2c(c1)OCO2 (centres undefined),4
COc1ccc(NC(=O)C2CCCN(S(=O)(=O)c3cnc[nH]3)C2)cc1 (centres undefined),14
COc1cc2c(cc1OC)C(C1C(=O)CC(C)CC1=O)N(C(=O)CCl)CC2 (centres undefined),34

Other structures follow:
SMILES	FID counter	MEKK3 PB1 HTS	UBC9 SUMO inh	CRFR2-BP ag	MEKK2 mut-MEK5	CRFR2-BP antag	GalR3 antag	MEKK2wt PB1 HTS	HCV NS3 hel inh
COc1cc(CCC(=O)Nc2ccc(Cl)c(C(F)(F)F)c2)cc(OC)c1OC	-19	95	-13	0.1	-1	-1	-4	96	-12
C=C(C)CN(CC)C(=O)CC1C(=O)NCCN1CC(C)(C)C (centres undefined)	-13	99	9	-1.1	-1	5	7	97	2
Cc1oc2cc3oc(=O)c(CCC(=O)NCCCC(=O)O)c(C)c3cc2c1C	-31	106	26	1.9	3	10	-10	103	-4
CCn1c(=O)n(CC)c2cc(S(=O)(=O)N3CCOCC3)ccc21	2	106	22	-1.8	5	26	0	108	13
COc1cc2c(cc1OC)C(c1cc3cccc(C)c3[nH]c1=O)N(C(=O)c1ccco1)CC2 (centres undefined)	-40	105	9	x	10	x	-8	108	0
CCCCNC(=S)Nc1ccc(SC(F)F)cc1	-1	103	-15	16	-1	24	-3	105	5
CC(C)C(=O)c1cn(CC(=O)N2CCCc3ccccc32)c2ccccc12	-3	102	-8	0.3	9	-12	0	103	11
O=C(O)c1nn2c(C(F)(F)F)cc(-c3cccs3)nc2c1Cl	-2	117	22	0.7	0	9	7	105	-1
N/C(=N\OC(=O)COc1ccccc1)c1ccncc1	-9	104	-5	0.5	10	-6	-1	102	8
O=C(Nc1ccc(S(=O)(=O)Nc2cnc3ccccc3n2)cc1)c1ccc(Cl)c([N+](=O)[O-])c1	-6	98	8	-0.3	1	1	-8	99	14
Cc1ccc(O)c(NC(=O)c2noc3c2CCc2ccccc2-3)c1	-9	102	8	5.8	0	-17	-9	98	-2
CC1CC2=C(CC1/C=N/NC(N)=S)C(C)(C)CCC2 (centres undefined)	0	105	6	-0.9	0	-4	-8	101	-1
COc1ccc(-n2ncc3c(NCC(C)C)ncnc32)cc1	-11	107	-1	-0.5	13	-4	-1	108	-1
CCc1ccc(CN2C(=O)c3ccccc3C2C(=O)NCc2cccnc2)cc1 (centres undefined)	-28	114	8	7.4	-3	-5	-3	101	7
COc1ccc(N(C)S(=O)(=O)c2cccc3cccnc23)c(OC)c1	-15	105	-3	-1.0	4	-11	-7	104	-5
COc1ccc(Cl)cc1-c1nc(N)nc(NC2CCCCC2)n1	-15	93	4	0.3	-3	19	-4	93	-15
Cc1cc(NC(=O)COC(=O)C(Cc2ccccc2)NC(=O)c2ccco2)no1 (centres undefined)	-6	102	10	153*	2	-66	13*	102	3
Cn1c(=O)c2c(ncn2Cc2cc(-c3ccccc3)no2)n(C)c1=O	-10	109	-3	-1.3	2	11	4	102	-2
O=C(Nc1ccc(Br)cn1)c1cccc(-c2cc3ccccc3oc2=O)c1	0	106	41	-0.3	8	11	-2	104	-2
Cc1ccc(CNC(=O)Cn2cccc2)cc1	-3	108	7	-1.4	9	6	-1	112	9
CC(C)(C)N1C(=O)Cc2c1nc(N)c1c(N)nc(N3CCCCC3CO)c(C#N)c21 (centres undefined)	7	111	100*	20	7	-19	x	106	-2
Nc1nc(NCc2ccco2)nc(Nc2ccc(F)cc2)c1[N+](=O)[O-]	-17	79	20	8.6	-2	6	-2	85	4
O=C(Cc1c[nH]c2ccccc12)OCCOC(=O)Cc1c[nH]c2ccccc12	-20	81	5	0.2	-1	4	-5	99	-5
CCc1nc(SCC(=O)NNC(=O)c2ccc(OC)cc2)c2ccccc2n1	-16	96	19	0.9	-9	1	-5	80	-3
O=C(NC(=S)Nc1cc(Cl)ccc1N1CCOCC1)c1ccccc1[N+](=O)[O-]	-18	95	-10	2.8	-5	-3	-1	94	-13

Next part.
SMILES	FID counter	MEKK3 PB1 HTS	UBC9 SUMO inh	CRFR2-BP ag	MEKK2 mut-MEK5	CRFR2-BP antag	GalR3 antag	MEKK2wt PB1 HTS	HCV NS3 hel inh
Clc1ccc(N2COC3c4cccc5cccc(c45)C32)cc1 (centres undefined)	-3	100	-57	0.7	-2	-15	4	97	-4
COc1ccc(N2CCN(C(=O)c3ccc(CS(=O)c4cccc(C)c4)o3)CC2)cc1 (centres undefined)	-54	98	2	-0.2	2	3	-4	97	-15
CC(=O)c1cccc(OCc2cc(C(=O)N3C[C@@H](C)O[C@@H](C)C3)no2)c1	-32	99	7	-0.3	5	13	5	107	-3
CCC(C)Cn1c(C)nc2ccccc21 (centres undefined)	-3	88	26	-0.7	-8	25	-4	94	-4
COc1ccc(C(=O)N2CCN(S(=O)(=O)c3ccc(F)cc3)CC2)cc1OC	-21	106	13	0.2	-2	3	-2	99	3
CCN(/N=C/c1ccc(N(C)C)cc1)c1nc2ccccc2[nH]1	-2	105	-4	-1.1	2	-11	-7	100	-2
CCCCNC(=S)N1CCN(c2ccccc2Cl)CC1	-10	106	8	-0.2	-2	15	-4	102	8
C=CCc1cccc2cc(C(=O)Nc3ccc(F)cc3)c(=O)oc12	0	107	0	-1.1	3	5	5	108	-1

Sorted by SMILES length (low to high): part of the list above.
SMILES	FID counter	MEKK3 PB1 HTS	UBC9 SUMO inh	CRFR2-BP ag	MEKK2 mut-MEK5	CRFR2-BP antag	GalR3 antag	MEKK2wt PB1 HTS	HCV NS3 hel inh
CCC(C)Cn1c(C)nc2ccccc21 (centres undefined)	-3	88	26	-0.7	-8	25	-4	94	-4
Clc1ccc(N2COC3c4cccc5cccc(c45)C32)cc1 (centres undefined)	-3	100	-57	0.7	-2	-15	4	97	-4
C=CCc1cccc2cc(C(=O)Nc3ccc(F)cc3)c(=O)oc12	0	107	0	-1.1	3	5	5	108	-1

Assay outcomes deposited in PubChem by several laboratories.
